Bioassay records (PubChem)
KKLEB tox: cytotoxicity in KKLEB CF airway cells, primary screen, cytotoxicity control for CF NF-kB inhibitor project, cell-based, uHTS, fluorescence assay plates; KKLEB CF airway cells viability, ATPlite luminescence, overnight; stronger effect = lower value; cells stimulated with P. aeruginosa culture filtrate; activity change (cytotoxicity), % at 5 µM; 0.36% of 360,000 active; AID 602141, 2011;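 active = corrected activity change at or below -50% at 5 µM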
CF NFkB inh: inhibitors of PAF-induced NF-kB signaling, primary screen, cell-based, GFP fluorescence, uHTS. AID 588850, 2011. KKLEB NF-kB-GFP reporter, GFP fluorescence overnight. inhibition, % at 5 µM. 0.86% of 360,000 active;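 active = at least 50% inhibition at 5 µM, scaled per plate between neutral and stimulator controls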;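 also: PAF is a Pseudomonas aeruginosa culture filtrate used as stimulus; plate controls were PAF-stimulated DMSO wells for no effect and unstimulated DMSO wells for full effect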
NR2F2 inh: NR2F2 transcriptional activity inhibitors, primary screen, cell-based, luciferase reporter, HEK293T, luminescence | COUP transcription factor 2 (Homo sapiens), P24468 | HEK293T NGFI-A luciferase reporter | 0.7% of 370,000 active | AID 686940, 2013 | inhibition, % at 8.6 µM;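 active = inhibition above a per-plate cutoff, mean inhibition of test wells between control levels plus 3 SD, cut at about 38% in these data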;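 also: cells cotransfected with COUP-TFII expression vector driving the NGFI-A reporter; 0% = median of COUP-TF2 test wells and 100% = reporter-only cells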
TWEAK-Fn14 inh: inhibitors of TWEAK-Fn14 signaling, primary screen, luciferase reporter cells, uHTS; TWEAK-stimulated Fn14 reporter cells, luciferase luminescence, 8 h; inhibition, % at 10 µM; 2% of 360,000 active; AID 1159606, 2016; in the data active = inhibition above about 50%
LMP1 NFkB inh: EBV LMP1-driven NF-kappaB luciferase reporter inhibitors, primary screen, cell-based, luminescence, single point; LMP1-induced NF-kappaB luciferase reporter cells; inhibition, % at 12.5 µM; 0.69% of 350,000 active; AID 504558, 2011; in the data active = inhibition above about 41%;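 also: 0% = neutral control wells and 100% = reference inhibitor control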
SRC1 inh: SRC1 coactivator transcriptional activity inhibitors, primary screen, cell-based, luminescence. Nuclear receptor coactivator 1 (Homo sapiens), Q15788. HEK293 GAL4-SRC1 luciferase reporter. inhibition, % at 3.6 µM. 0.12% of 360,000 active;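 active = inhibition above the campaign mean plus 3 SD, with each screening campaign given its own cutoff, cut at about 60% in these data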;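 also: 0% = DMSO treated cells and 100% = gossypol at 36 µM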
Target sequence (Q15788 whole entry, looked up, the tested form may be a part): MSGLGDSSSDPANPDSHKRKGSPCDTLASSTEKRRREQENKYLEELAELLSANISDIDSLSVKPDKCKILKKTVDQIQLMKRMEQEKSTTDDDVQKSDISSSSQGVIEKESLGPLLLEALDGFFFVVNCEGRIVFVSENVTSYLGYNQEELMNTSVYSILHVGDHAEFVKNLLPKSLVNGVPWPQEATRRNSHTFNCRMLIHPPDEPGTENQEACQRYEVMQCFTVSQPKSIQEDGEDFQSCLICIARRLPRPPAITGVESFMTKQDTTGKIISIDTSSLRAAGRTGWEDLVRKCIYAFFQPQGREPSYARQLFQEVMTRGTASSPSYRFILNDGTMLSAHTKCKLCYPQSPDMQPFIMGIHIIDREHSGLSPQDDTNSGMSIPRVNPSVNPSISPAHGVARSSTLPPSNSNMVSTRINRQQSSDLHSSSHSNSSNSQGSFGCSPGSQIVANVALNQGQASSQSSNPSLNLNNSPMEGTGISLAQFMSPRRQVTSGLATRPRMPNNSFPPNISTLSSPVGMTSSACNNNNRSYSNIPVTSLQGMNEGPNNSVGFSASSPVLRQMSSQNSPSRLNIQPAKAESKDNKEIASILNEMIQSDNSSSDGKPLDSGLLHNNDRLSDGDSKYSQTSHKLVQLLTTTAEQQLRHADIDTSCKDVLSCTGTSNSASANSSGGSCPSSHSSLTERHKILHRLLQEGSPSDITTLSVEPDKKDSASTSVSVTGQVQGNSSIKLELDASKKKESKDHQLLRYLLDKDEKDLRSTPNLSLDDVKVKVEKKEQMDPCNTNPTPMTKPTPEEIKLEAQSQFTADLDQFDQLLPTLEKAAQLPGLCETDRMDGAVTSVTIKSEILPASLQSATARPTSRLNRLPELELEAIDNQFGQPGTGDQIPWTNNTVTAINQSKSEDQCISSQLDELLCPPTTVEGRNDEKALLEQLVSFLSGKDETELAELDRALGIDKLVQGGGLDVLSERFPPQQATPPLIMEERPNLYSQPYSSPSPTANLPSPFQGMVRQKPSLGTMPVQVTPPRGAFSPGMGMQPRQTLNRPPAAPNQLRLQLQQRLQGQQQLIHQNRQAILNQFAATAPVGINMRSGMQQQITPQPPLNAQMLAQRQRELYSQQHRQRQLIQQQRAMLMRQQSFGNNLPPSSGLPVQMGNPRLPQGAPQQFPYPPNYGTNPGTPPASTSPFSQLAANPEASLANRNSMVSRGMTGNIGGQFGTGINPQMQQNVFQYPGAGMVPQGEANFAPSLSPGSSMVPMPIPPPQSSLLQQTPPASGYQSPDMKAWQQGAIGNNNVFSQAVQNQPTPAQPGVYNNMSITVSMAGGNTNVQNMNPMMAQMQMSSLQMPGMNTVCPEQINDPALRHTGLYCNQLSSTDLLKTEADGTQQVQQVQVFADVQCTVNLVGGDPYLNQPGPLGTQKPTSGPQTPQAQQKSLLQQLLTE
TROY signal inh: inhibitors of TROY-driven NF-kB signaling, primary screen, Q293 LMP1-TROYcd cells, NF-kB luciferase, uHTS. Q293 LMP1-TROYcd NF-kB luciferase reporter, 4 h. 0.98% of 360,000 active. inhibition, % at 10 µM;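 active = compounds whose plate-normalised and pattern-corrected inhibition of the luciferase reporter signal at the single screening dose is 50% or more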
NR5A2 inv ag: LRH-1 (NR5A2) inverse agonists, primary screen, cell-based, luminescence, HEK293T, StAR-luciferase reporter | Nuclear receptor subfamily 5 group A member 2 (Homo sapiens), O00482 | LRH-1 transfected, 24 h | inhibition, % at 3.6 µM | 0.13% of 360,000 active;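 active = inhibition above the mean inhibition of all tested compounds plus 3 SD, cut at about 73% in these data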;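 also: 0% = DMSO wells and 100% = reporter-only cells lacking LRH-1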
SRC3 inh: SRC3 coactivator transcriptional activity inhibitors, primary screen, cell-based, luminescence | 0.17% of 360,000 active | Nuclear receptor coactivator 3 (Homo sapiens), Q9Y6Q9 | inhibition, % at 3.6 µM | HEK293 GAL4-SRC3 luciferase reporter | AID 588352, 2011;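 active = inhibition above a per-campaign cutoff, the mean of all compounds plus 3 SD, cut at about 60% in these data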;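 also: 0% = DMSO-treated cells and 100% = gossypol-treated cells at 36 µM; higher means less SRC3-driven luciferase light from the GAL4 reporter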
NCOA2 inhibitor: inhibition of GAL4-SRC2 driven luciferase reporter, primary screen, SRC2 inhibitor project, cell-based, luminescence; Nuclear receptor coactivator 2 (Homo sapiens), Q15596; HEK293 GAL4-SRC2 luciferase reporter; inhibition, % at 9 µM; 0.17% of 370,000 active; AID 651957, 2012;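 active = inhibition above the mean inhibition of all tested compounds plus 3 SD, set per campaign, cut at about 52% in these data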;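 also: 0% = DMSO treated cells and 100% = cells given Gossypol at 36 µM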
C8 TRAIL sens: viability loss with TRAIL in NB7+C8 cells, primary screen, TRAIL sensitizer project, cell-based, ATPlite luminescence | inhibition (viability loss, TRAIL sensitization), % at 10 µM | 1% of 360,000 active;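 active = compounds causing at least 50% loss of cell viability in the single-dose screen, relative to plate controls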
* hit, by the source's call; nt = no result given.

SMILES	KKLEB tox	CF NFkB inh	NR2F2 inh	TWEAK-Fn14 inh	LMP1 NFkB inh	SRC1 inh	TROY signal inh	NR5A2 inv ag	SRC3 inh	NCOA2 inhibitor	C8 TRAIL sens
CC(=O)NC1(C(F)(F)F)NC(=O)N(CC(C)C)C1=O (stereo unspecified)	0	-8	-1	-3	5	-15	-12	16	20	4	1
Cc1cc(SCC(=O)NCC(c2cccs2)N2CCOCC2)c(C)cc1Br (stereo unspecified)	7	3	12	13	-2	9	6	-20	9	8	2
Cc1ccc(S(=O)(=O)NCCC(=O)NCc2ccccn2)cc1	9	-14	-25	-3	-7	1	-26	-2	6	12	-12
CC(C(=O)Nc1ccccc1)N(C)CCOc1ccccc1 (stereo unspecified)	-3	1	7	39	-6	7	-16	-4	14	-22	14
N=c1ccn(Cc2cccc(F)c2)cc1	10	-5	-1	15	nt	3	-14	8	25	-23	14
Cc1ccc(/C=C(\C#N)C(=O)Nc2ccccn2)o1	14	-15	-76	4	-26	-105	-20	-87	-83	-35	30
COc1cc(NC(=S)N2CCCC(CO)C2)cc(OC)c1 (stereo unspecified)	2	2	2	62*	-4	-7	-37	-3	10	-1	-5
CCOC(=O)CSc1nnc(Cn2nnc3ccccc32)n1-c1ccc(F)cc1	-4	0	6	-4	nt	-6	-1	2	4	23	-10
CCOc1ncccc1C(=O)OCC(=O)Nc1ccc(C)c(S(=O)(=O)N2CCOCC2)c1	-5	6	7	0	6	10	0	-17	2	7	-3
Cc1ccc(NC(=O)c2ccc(CSc3nnc(-c4ccncc4)n3C)cc2)c(C)c1	-1	12	-7	5	-4	-10	-5	-1	-22	-31	1
COc1cccc(-c2oc3c(c2-c2ccc(Br)nc2)C(O)CCC3)c1 (stereo unspecified)	nt	nt	-2	-10	nt	nt	-22	-5	nt	-29	-7
CC1(C(=O)O)CCCN1C(=O)c1cccc(C(F)(F)F)c1 (stereo unspecified)	-4	8	17	45	nt	5	-5	-9	-11	6	6
S=C(NCC1CCCO1)N1CCN(c2nc(-c3ccccc3)cs2)CC1 (stereo unspecified)	-3	-4	17	7	10	10	-7	11	15	-5	10
CCc1c(C)sc(NC(=O)c2cc(-c3ccc(O)cc3)on2)c1C#N	0	-1	-19	-55	-7	2	3	-16	-7	-4	0
Cn1c(CC(=O)Nc2ccccc2F)nnc1SCC(=O)NC1CCCCC1	-29	16	17	3	-6	8	-27	-2	-1	-27	10
O=C(NNC(=O)c1sccc1-n1cccc1)c1ccccc1	2	3	-2	-10	6	-7	-1	3	-4	-8	-12
Cc1cccc(NC(=S)N(CCCN2CCOCC2)Cc2ccccn2)c1	9	0	-13	2	-1	-19	-18	-1	5	-26	-1
CC(C)COC(=O)n1c(SCC(=O)N(C)C)nc2ccccc21	-4	-1	-3	14	-6	-9	24	-7	-12	-21	-1
COc1ccc(C(C(=O)NC(C)C)N(C(=O)CCC(=O)Nc2nccs2)c2ccccc2F)cc1 (stereo unspecified)	8	9	0	12	-6	-4	-30	-3	5	2	9
O=C(COc1ccc(Cl)cc1)Nc1cccc(-c2ccc(N3CCOCC3)nn2)c1	-2	-28	-68	30	-35	-100	16	-124	-71	-43	59*
Cc1cc(=O)oc2cc(OCC(=O)N3c4ccccc4CC3C)ccc12 (stereo unspecified)	-16	15	-4	-3	0	-40	-11	14	2	-19	-32
O=C(CO)C(O)C(O)C(O)CO (stereo unspecified)	0	0	11	-8	3	-9	-13	-2	-25	-5	-8
C[C@@H](C(=O)Nc1ccc2ccccc2c1)[C@@H]1C[C@@]1(C)[C@@H](NC(=O)c1ccccc1)c1ccccc1	-13	-27	8	9	7	-30	-18	-5	-2	11	6
CCOc1cc(CNCCN(C)C)c(Cl)cc1OCC(=O)NCCc1ccccc1	-4	-1	-1	-1	-7	-2	-3	-4	-1	8	-4
COc1cc(OC)cc(C(=O)Nc2ccccc2C(=O)NCc2cccnc2)c1	-1	6	-8	7	-3	-6	18	24	-9	-1	-2

Remaining list, next part.
SMILES	KKLEB tox	CF NFkB inh	NR2F2 inh	TWEAK-Fn14 inh	LMP1 NFkB inh	SRC1 inh	TROY signal inh	NR5A2 inv ag	SRC3 inh	NCOA2 inhibitor	C8 TRAIL sens
COc1ccccc1Nc1cc(N2CCOCC2)c2nonc2c1[N+](=O)[O-]	-6	15	4	-10	1	6	-9	3	22	-1	6
COc1ccc(C(=O)N2CC3(CC(c4cccc(NC(=O)CC(c5ccccc5)c5ccccc5)c4)=NO3)C[C@H]2C(N)=O)cc1 (stereo partly specified)	0	13	8	6	-3	-10	3	-8	-5	0	4
Cc1nn(C)c2c(=O)c(=O)c2n(C)[nH]1	-3	20	-8	-7	0	-15	-1	-26	21	-37	-64
O=C(Nc1cccc(S(=O)(=O)Nc2ccccc2Cl)c1)c1ccc(N2CCCC2)c([N+](=O)[O-])c1	-1	-4	-5	35	-14	5	30	-15	7	18	-7
N#C/C(=C\c1cn(CC(=O)N2CCCCC2)c2ccccc12)C(=O)NCc1ccc2c(c1)OCO2	-1	-6	-9	10	9	-57	4	11	12	8	1
Cn1c(C(=O)Nc2ccc3c(c2)OCO3)cc2sccc21	-17	-24	-19	-10	-66	-110	-53	-69	-101	-64	32
COC(=O)CN(c1nc(C)c(Br)c(OC)n1)S(=O)(=O)c1ccc(C)cc1	2	12	17	8	5	2	3	-29	16	4	0
O=C(/C=C/c1ccccc1Cl)OCC(=O)N1CCc2ccccc21	-18	3	-3	-18	4	7	-31	-9	-10	-6	-5
COc1cc(NC(=O)C2CCN(S(=O)(=O)c3ccc(Cl)cc3)CC2)ccc1-n1cnnn1	9	0	-13	-29	-7	5	-11	-3	22	-8	5
O=C(O)CCc1ccc(-c2ccccc2)n1-c1cccc(O)c1	6	7	4	-11	-5	-10	18	-5	5	17	-9
COc1ccc(C)cc1NC(=O)CSc1nnc(-c2cc(C)[nH]n2)n1N	2	-8	7	1	6	-2	7	-5	8	4	-8
COc1ccc(CNC(=O)c2ccc3c(c2)NC(=O)C(C)S3)cc1 (stereo unspecified)	1	10	-38	-30	-14	-33	-6	-20	-11	3	6
CN(C)c1nc(N2CCN(c3ccccc3)CC2)c(C#N)c(=O)o1	-26	-5	6	-17	-5	-7	-10	-9	10	-27	2
CCN(C(=O)COC(=O)c1cccnc1SC)c1c(N)n(Cc2ccccc2)c(=O)[nH]c1=O	0	-31	-10	-5	1	-4	-3	-32	-14	21	-4
CCCCCc1ccc(-c2nnc(N)s2)cc1	-12	14	-6	-31	-13	-31	-50	-57	-51	-12	8
CC(C)(C)c1nnc(N/N=C/c2ccc(O)cc2)n(N)c1=O	4	3	10	-8	-2	2	4	-4	3	0	-3
CCCCC1CCC(c2ccc(C(N)=O)cc2)CC1 (stereo unspecified)	8	-2	-6	10	2	4	7	6	-3	8	2
O=C(NCC1CCCCC1)c1ccco1	-5	3	-12	-15	-11	-4	2	-3	13	-25	7
CNC(=S)c1cc(C(C)(C)C)c(O)c(C(C)(C)C)c1	-2	6	-3	7	-6	1	3	-15	19	-18	-31
CCc1ccc(CN2C(=O)c3ccccc3C2C(=O)NCC2CCCO2)cc1 (stereo unspecified)	1	4	12	10	-1	-2	5	-2	11	-3	0
Cc1ccc(C)n1CCN1CCN(S(=O)(=O)c2ccc(F)cc2F)CC1	3	-13	-1	3	-2	0	-6	12	18	-29	-6
Cc1onc(-c2c(F)cccc2Cl)c1C(=O)N1CCc2ccccc2C1	-2	-16	10	7	2	-11	-11	-18	10	-13	-3
O=C(NCc1ccc2c(c1)OCO2)C1CCCN(S(=O)(=O)c2cccc3nonc23)C1 (stereo unspecified)	4	-4	-1	-5	-1	-55	9	11	12	-21	27
O=C(N/N=C/c1cccnc1)c1cc(-c2ccccc2OCc2ccccc2)n[nH]1	-2	6	-27	29	-6	-18	16	-6	10	19	12
Cc1c(NC2=CC(=O)CC(C)(C)C2)c(=O)n(-c2ccccc2)n1C	-5	-5	8	10	2	-28	7	-25	3	8	-3

Other records:
SMILES	KKLEB tox	CF NFkB inh	NR2F2 inh	TWEAK-Fn14 inh	LMP1 NFkB inh	SRC1 inh	TROY signal inh	NR5A2 inv ag	SRC3 inh	NCOA2 inhibitor	C8 TRAIL sens
COc1ccc(-c2nc3ncccn3c2Nc2ccccc2)cc1	-8	5	-12	-20	-3	-4	-50	-9	-17	-4	-7
COc1ccc(C(CNC(=O)CN2C(=O)NC3(CCCC3)C2=O)N(C)C)cc1 (stereo unspecified)	8	9	-18	5	-14	-10	15	14	4	-6	-24
CCn1cc(S(=O)(=O)CC(=O)Nc2cc(C)ccc2C)c2ccccc21	-11	-6	-8	-7	7	-8	3	12	15	4	8
CC1(C)CC(=O)c2cc(C(=O)NNc3ccccc3)c(=O)n(-c3ccccc3)c2C1	14	-5	0	-11	-23	6	-4	7	13	19	-6
COc1cccc(OCCCOc2ccccc2C(C)C)c1	13	-2	-2	7	5	5	1	-24	16	5	19
COc1ccc(/C=C/C(=O)NC(=S)NNC(=O)[C@H]2C[C@@H]2c2ccccc2)cc1OC	-7	-27	-11	-24	1	8	18	-21	-22	8	-11
O=C(NCCCN1CCOCC1)c1cc(Cl)ccc1[N+](=O)[O-]	2	6	-8	-8	3	6	12	-14	-18	-4	-12
Cc1c(C(=O)N(C)c2ccc(Cl)cc2)cnn1-c1ccccc1	8	-27	-20	-38	-14	-38	-24	-73	-38	-35	12
N#CC1=C(N)Oc2cc(N)ccc2C1c1ccccc1 (stereo unspecified)	-3	-6	13	27	-12	-4	14	24	-2	-16	27
O=C(Nc1ccccc1N1CCCC1)c1cc2ccccc2o1	9	-14	-34	16	-23	-26	-16	-36	-26	-67	1
CCC(CO)Nc1nc(CN2CCCCC2)nc2scc(-c3ccccc3)c12 (stereo unspecified)	-33	25	3	-1	-13	8	-2	4	11	12	0
CCN(C(=O)CN(C)Cc1c(F)cccc1Cl)c1c(N)n(Cc2ccccc2)c(=O)[nH]c1=O	-11	1	-8	-7	7	11	-31	3	1	1	-6
Cc1ccc(Nc2ccc(C(F)(F)F)cc2[N+](=O)[O-])cc1	17	-2	-14	13	-6	-6	11	20	15	3	12
COc1ccc(CCn2c(O)c(C=Nc3cccc(F)c3)c(=O)[nH]c2=O)cc1OC	-12	19	-3	-15	nt	0	8	-2	-13	-20	-16
COC(=O)[C@H](CCSC)NC(=O)Nc1cccc(C)c1C	0	-21	25	-22	6	-43	6	-17	22	3	-13
CC(Sc1nn(-c2ccc(F)cc2)c(=S)s1)C(=O)c1c(N)n(C)c(=O)n(C)c1=O (stereo unspecified)	-15	-4	-8	15	12	-5	30	-1	5	6	-12
